CBFb-RUNX1 inh = blocks binding between human CBF-beta and RUNX1 | Q01196+Q13951 | Potency, µM (doses to about 59.8 µM), inactives show top-dose activity, negative = inhibition, usual class: inhibitors | 230,000 tested, under 10 active | AlphaScreen CBFb-His/RUNX1-biotin binding, biochemical; further: % of control where 0% means no effect
Target sequence (Q01196 whole entry, looked up): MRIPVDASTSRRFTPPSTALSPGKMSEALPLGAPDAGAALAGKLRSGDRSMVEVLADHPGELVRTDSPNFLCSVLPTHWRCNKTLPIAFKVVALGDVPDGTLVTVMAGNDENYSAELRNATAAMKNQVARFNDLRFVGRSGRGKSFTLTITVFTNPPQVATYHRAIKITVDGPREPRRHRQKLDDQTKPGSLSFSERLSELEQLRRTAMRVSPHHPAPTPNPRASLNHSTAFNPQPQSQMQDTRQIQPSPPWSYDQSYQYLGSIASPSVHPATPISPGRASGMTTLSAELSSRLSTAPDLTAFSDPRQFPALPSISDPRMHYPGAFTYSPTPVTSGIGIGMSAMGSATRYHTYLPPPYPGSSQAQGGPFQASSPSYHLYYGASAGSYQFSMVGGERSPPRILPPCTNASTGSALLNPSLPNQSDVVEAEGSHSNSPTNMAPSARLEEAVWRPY
Target sequence (Q13951 whole entry, looked up): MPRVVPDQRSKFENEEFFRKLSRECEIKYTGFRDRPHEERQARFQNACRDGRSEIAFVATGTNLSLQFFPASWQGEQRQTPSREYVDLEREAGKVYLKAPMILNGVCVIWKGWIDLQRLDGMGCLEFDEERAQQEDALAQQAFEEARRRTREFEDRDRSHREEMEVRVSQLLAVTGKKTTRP
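Interaction loss through any mechanism counts as activity. Pre-formed complex of His-CBF-beta and biotin-RUNX1 (30 nM apiece) is incubated with compound 15 min, then with 50 ng nickel and 50 ng streptavidin beads for 90 min before AlphaScreen detection.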
IMPase Li inh = cell-permeable IMPase inhibitors with lithium potentiation; CHO-M1 cells, IP1 TR-FRET (IP-One), carbachol + lithium; Potency, µM (doses to about 59.4 µM), for inactives: at the highest dose activity, negative = IMPase inhibition, usual class: inhibitors; 0.35% of 210,000 active; AID 1457;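 further: IP1 builds up when IMPase is blocked and the TR-FRET signal falls; potency means the concentration at half of the fitted maximal effect; plate controls were basal vehicle for no effect and high inhibitor control for full effect; nearly all actives have a fitted effect of over 50% in size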
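Readout is a homogeneous TR-FRET IP1 immunoassay (Ex 320, Em 665 and 620), where raised cytosolic IP1 lowers signal. Cells were CHO-M1 treated 30 min at 37C with test compounds plus a little lithium; AC50 values came from Hill-equation fitting.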
HttQ103 aggreg = reduces HttQ103-GFP aggregates in PC12 cells; Potency, µM (highest dose often 46.1 µM), inactives show at the highest dose activity change, negative = inhibition, hits mostly inhibitors; AID 1688; PC12 HttQ103-GFP aggregates, Acumen cytometry, 40 h; 1.1% of 220,000 active; further: potency means the concentration at half of the fitted maximal effect; on the % scale 0 is the no-effect control and ±100 the full control effect; nearly all actives have a fitted effect of over 60% in size
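Aggregate formation scored by laser-scanning cytometer (488 excitation, 500–530 emission) in lysed PC12 cells expressing Q103-GFP after 100 nM tebufenozide induction; library tested in dose series, with ATPLite reagent added in the multiplex.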
KinaseGlo FLuc = Kinase-Glo luciferase inhibition (counter-screen); Q27757; Kinase-Glo luciferase, ATP luminescence, 8 min; Potency, µM (series often up to 38.3 µM), inactives show top-dose activity change, negative = inhibition, most hits filed as inhibitors; 0.28% of 200,000 active; further: potency means the concentration at half of the fitted maximal effect; on the % scale 0 is the no-effect control and ±100 the full control effect; nearly all actives have a fitted effect of over 60% in size
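Kinase-Glo luciferase light output from ATP and luciferin was measured with 10 uM ATP, within the enzyme's linear range. Buffer: 50 mM imidazole pH 7.2, 50 mM KCl, 7 mM MgCl2, 0.01% Tween 20, 0.05% BSA; luminescence read after 8 min at ambient temperature.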
HTT ATP protect = cytoprotection in Huntington HTT-Q103 PC12 cell model | Potency, µM (top dose mostly 56.4 µM), for the others: cytoprotection (ATP increase), actives largely listed as activators | 0.14% of 230,000 active | PC12 HTT-Q103 induced, cytoprotection, ATP luminescence, 40 h | AID 1471;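 further: potency means the concentration at half of the fitted maximal effect; % of control where 0% means no effect; nearly all actives have a fitted effect of over 45% in size; toxic huntingtin expression switched on by the ecdysone agonist tebufenozide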
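Rat PC12, Q103 Htt exon1-GFP fusion, ecdysone promoter; tebufenozide inducer 100 nM final; compound titration; qHTS, 1500 cells/well; ATPlite luminescent read.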
SMN2 splice enh = SMN2 splice variant enhancement; HEK293 SMN2-luciferase splicing reporter, luminescence, 30-36 h; Potency, µM (doses to about 46.1 µM), without a hit: top-dose activity change, positive = activation, usual class: activators; 2.8% of 210,000 active; further: potency means the concentration at half of the fitted maximal effect; % of control where 0% means no effect; nearly all actives have a fitted effect of over 55% in size
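HEK293 cells carry an SMN2 […]–luciferase reporter in which exon 7 inclusion puts luciferase in frame. Cells were plated 10-12 h before compound addition, then incubated 30-36 h at 37C. ONE-Glo luminescence was read; sodium butyrate at 4.5 mM final served as control.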
LMNA splice mod = LMNA splicing modulation | HeLa LMNA splicing GFP/RFP minigene ratio, 48 h | Potency, µM (series often up to 46.1 µM), for the others: top-dose ratio change, negative = inhibition, hits mostly inhibitors | 0.01% of 200,000 active; active means well fitted inhibition curve with a large enough effect in the signal ratio, with a control signal flat, not every such curve was filed as active; inconclusive means small, poorly fitted or top-dose-only effect, or effect the other way, or a change in a side signal; the % refers to the signal ratio; further: potency means the concentration at half of the fitted maximal effect; on the % scale 0 is the no-effect control and ±100 the full control effect
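Read-out is the ratio of GFP to DsRed2 object intensity, acquired by 488 nm laser-scanning cytometry on HeLa lamin A-EGFP minigene reporter cells. Compound incubation 48 hrs at 37 °C in Opti-MEM with 2% FBS; DMSO 0.5% final.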
Active calls of the source: *; ? = inconclusive; · = not tested or not shown; & = joins results of further samples; [ ] = remark or other dose. Unless noted, the call rests on the fitted dose curve; in most records, active means well fitted curve in the direction sought with a large enough effect; inconclusive means small, poorly fitted or top-dose-only effect, or another doubt; inactive means no such curve, though single readings can be large; an effect the other way counts as inactive or inconclusive. Compounds as they come, and some 4% of all compounds hit somewhere here.

SMILES | CBFb-RUNX1 inh | IMPase Li inh | HttQ103 aggreg | KinaseGlo FLuc | HTT ATP protect | SMN2 splice enh | LMNA splice mod
Cc1ccc(C2C3=C(CC(C)(C)CC3=O)N=C3c4ccccc4C(=O)C32)cc1 (stereo not given) | -22% | 17% | ? | -1% | -4%[10 µM] | 17% | ?
COc1ccc(C(=O)NCc2nnc(SCC(=O)Nc3nc4ccccc4s3)o2)cc1OC | -18% | -3% | 4% | 4% | · | ? | 17%
COc1cc(/C=N/Nc2cccc(C)c2)ccc1OC(=O)c1cccs1 | -9% | 0% | ? | 4% | 11%[1.9 µM] | 29% | 9%
Cc1cc(-n2c(C)cc(C(=O)COc3ccc([N+](=O)[O-])cc3)c2C)no1 | -2% | 10% | 7% | 2% | -7% | -9% | ?
Cc1ccc2[nH]cc(CCNC(=O)CN3C(=O)c4ccccc4C3=O)c2c1 | 4% | 16% | -1% | 2% | -4%[10 µM] | -6% | -10%
OC[C@H]1O[C@@H](n2cnc3c(NC4CCCC4)nc(Cl)nc32)[C@H](O)[C@@H]1O | 15% | 27% | · | · | -11% | -5% | ·
Cc1csc(SCC(=O)Nc2ccc(Cl)cn2)n1 | 5% | 1%[38.3 µM] | -6% | 2% | 1% | 0% | 25%
Cc1cc(C)n(-c2nc(SCC(=O)O)c3c4c(sc3n2)COC(C)(C)C4)n1 | 7% | · | 1%[9.22 µM] | · | 5%[10 µM] | · | ·
O=C1CCCc2c1cnc1ncnn21 | -1% | -3% | -12%[9.22 µM] | 0% | 6% | -6% | ·
Cc1ccc(N2CC(C(=O)Nc3ccc4c(c3)OCCO4)CC2=O)cc1 (stereo not given) | 4% | 29%[38.3 µM] | -3% | 2% | -5%[0.074 µM] | ? | -4%
O=C(CC(c1cccs1)S(=O)(=O)c1ccccc1)c1ccc(F)cc1 (stereo not given) | -5% | 5% | -6% | -8% | -15%[10 µM] | -12% | -21%
O=c1[nH]c(=O)n([C@H]2C[C@H](O)[C@@H](CO)O2)cc1C(F)(F)F | -4% | 2% | 11% | 0% | · | -62%[inhibitor] | ?
CC(O)c1nc2ccc(Cc3ccc4nc(C(C)O)[nH]c4c3)cc2[nH]1 (stereo not given) | 6% | -6%[38.3 µM] | 21% | 0% | ? | -1% | 7%
O=C(COC(=O)c1cc(S(=O)(=O)N2CCCCC2)ccc1N1CCOCC1)NC1CCCCC1 | -2% | -16%[38.3 µM] | 3% | 0% | 11%[10 µM] | 7% | 0%
CC/C=C/C(=O)N1CC2(CC(c3cccc(NC(=O)c4ccccc4)c3)=NO2)C[C@@H]1C(N)=O (stereo not given in full) | 3% | 1%[38.3 µM] | 5% | -4% | -11% | ? | 2%
Cc1o[nH]c(=O)c1CC[C@H](N)C(=O)O | 3%[21.7 µM] | 8% | · | -4% | 1% | · | ·
CC(=O)n1cc(/C=N/NC(N)=S)c2ccccc21 | -1% | 1% | 35% | 7% | -22% | ? | ?
CN(Cc1nc2ccccc2c(=O)[nH]1)c1ccccc1 | -11% | 5% | -3% | -1% | 0%[10 µM] | -1%[1.84 µM] | -5%
Cn1c(CCc2ccccc2)nnc1SCC(=O)N1CCOCC1 | 10% | 1% | -6% | 1% | ? | -28% | -11%
CC(=O)N1CCc2cc(S(=O)(=O)CCC(=O)Nc3ccc4c(c3)OCCO4)ccc21 | 2% | -12%[38.3 µM] | 1% | -1% | 12% | -7% | 15%[0.0737 µM]
CN(C)CCCNC(CC(=O)Nc1cccc([N+](=O)[O-])c1)C(=O)O (stereo not given) | 4% | 1% | 10% | 0% | 10%[10 µM] | 3% | -8%
O=c1nc2ccccc2c2n1CC(CN1CCN(c3ccc(F)cc3)CC1)N2 (stereo not given) | 19% | 19%[38.3 µM] | -22% | 0% | 16%[10 µM] | -4% | -14%
CCCn1c(=O)c2[nH]cnc2n(-c2ccc(Cl)cc2)c1=O | 5% | · | 3%[9.22 µM] | · | 16%[10 µM] | · | ·
COc1cc(OC)cc(C(=O)NC2CCN(Cc3nnnn3Cc3cccs3)CC2)c1 | -20% | -4%[38.3 µM] | -4% | -2% | -8%[10 µM] | -7% | 2%
c1ccc(Cn2nnnc2C(c2ccccn2)N2CCOCC2)cc1 (stereo not given) | 5% | 1%[38.3 µM] | 20% | 1% | -18%[10 µM] | ? | 2%

2 compounds from above, limited to CBFb-RUNX1 inh, HttQ103 aggreg and KinaseGlo FLuc.
| SMILES | CBFb-RUNX1 inh | HttQ103 aggreg | KinaseGlo FLuc |
| --- | --- | --- | --- |
| Cc1cc(-n2c(C)cc(C(=O)COc3ccc([N+](=O)[O-])cc3)c2C)no1 | -2% | 7% | 2% |
| Cc1ccc2[nH]cc(CCNC(=O)CN3C(=O)c4ccccc4C3=O)c2c1 | 4% | -1% | 2% |

Further results follow:
SMILES | CBFb-RUNX1 inh | IMPase Li inh | HttQ103 aggreg | KinaseGlo FLuc | HTT ATP protect | SMN2 splice enh | LMNA splice mod
COc1ccc2ccccc2c1C1CC(=O)N2CN(C)CSC2=C1C#N (stereo not given) | -11% | -3%[38.3 µM] | 8% | 0% | -3%[0.074 µM] | -8% | 3%
Cc1ccc(C2C(C(=O)c3sc(C)nc3C)=C(O)C(=O)N2CCCN(C)C)o1 (stereo not given) | 0% | -6%[38.3 µM] | -9% | -4% | -8% | 6% | -7%
Cn1c(Cn2cnc([N+](=O)[O-])n2)nnc1SCC(=O)Nc1ccccc1 | 9% | 4% | 29% | 5% | 18%[10 µM] | 3% | -16%
COc1ccc(C(CNC(=O)c2oc3ccc(Br)cc3c2C)N2CCCCC2)cc1 (stereo not given) | 1% | 4% | -10% | 3% | -21%[10 µM] | -31%[inhibitor] | -16%[46 µM]
O=C(Nc1ccc(-c2cnco2)cc1)c1ccccc1 | 10% | · | 20%[9.22 µM] | · | 16%[10 µM] | · | ?
CNC[C@@H](SC)c1ccc(O)c(O)c1 | · | 1% | · | -1%[7.66 µM] | 14%[10 µM] | -6%[9.22 µM] | ·
Oc1ccc(Nc2nc(Cl)nc(NCc3ccco3)n2)cc1 | -1% | 0% | 5% | -1% | 23%[10 µM] | 6% | -10%
CCCCCC(=O)N1CC2(CC(c3cccc(NC(=O)COc4ccc(Cl)cc4)c3)=NO2)C[C@@H]1C(N)=O (stereo not given in full) | 18% | · | 16%[9.22 µM] | · | 0%[10 µM] | · | ·
CCCCn1c(=O)[nH]c(=O)c2c1nc(-c1ccncc1)n2CCOC | -1% | 11%[38.3 µM] | -13% | -3% | -17% | · | 1%
Fc1ccc(/C=N/N2CCOCC2)c(F)c1 | ? | ? | -6% | -5% | 0.71µM* | -3% | 17%[46 µM]
CCC(=O)N(Cc1cc2ccccc2[nH]c1=O)c1ccc(OC)cc1 | 6% | 13% | -5%[9.22 µM] | 0% | -11%[10 µM] | · | -1%[46 µM]
Cc1c(Cc2ccc3c(c2)OCO3)sc(NC(=O)c2ccccc2)c1C(N)=O | 6%[2.36 µM] | -5% | 3% | -3% | · | -7% | -14%
COc1ccccc1N(CC(=O)NCCSC(C)(C)C)S(C)(=O)=O | 4% | -6%[38.3 µM] | 9% | -4% | -9%[10 µM] | -6% | -3%
CC(Sc1ncc(C(F)(F)F)cc1Cl)C(=O)NCC1CCCO1 (stereo not given) | 1% | 7% | 7% | · | -12% | · | ·
Cc1nn(C)cc1/C=N/O | 5% | -11%[38.3 µM] | -11% | -4% | 3% | -4% | -2%
Cc1ccc(-c2c(C#N)c(N)n(-c3ccccc3)c(=O)c2C#N)cc1 | -1% | ? | -15% | 0% | -48%[inhibitor] | 9% | -1%
CC(C)(C)C(=O)NCCCNc1ccc([N+](=O)[O-])cc1 | 9% | 7% | 9% | 0% | -12% | 7% | 2%[46 µM]
O=C(Nc1ccc(Cc2ccncc2)cc1)C1CCC(N2C(=O)C3C4C=CC(C4)C3C2=O)CC1 (stereo not given) | 2% | 80%[activator][38.3 µM] | ? | -4% | -5% | -46%[inhibitor] | ?
CCOc1ccc(NC(=S)N2CCC(N(C)CCN3CCOCC3)CC2)cc1 | 3% | 13% | -14% | -3% | 6%[10 µM] | -10%[1.84 µM] | -7%
COc1cc2sc(C)nc2cc1C | -1% | -7% | 16% | -1% | 10% | 13% | -11%[46 µM]
N#Cc1c(-c2ccccc2)cc(-c2ccccc2)nc1SCc1nnc(-c2ccccc2)o1 | -3% | 1%[38.3 µM] | -3% | -1% | 12% | -18% | 4%
O=C(C1CCC(=O)N1Cc1ccccc1Cl)N1CCN(c2ccc(F)cc2)CC1 (stereo not given) | -2% | -3%[38.3 µM] | ? | 3% | -23% | -19% | 8%
CCOC(=O)c1c(NC(=O)CSc2nnc3c(n2)[nH]c2ccc(F)cc23)sc(C(C)=O)c1C | -1% | 11%[38.3 µM] | 8% | 4% | -20% | 0% | 15%
O=[N+]([O-])c1ccc2c(c1)nc1n2CCN(CC2CCCO2)C1 (stereo not given) | 3% | 14% | 7% | 1% | 15%[10 µM] | 28% | ?
O=C(Nc1cccc(-c2nnc(-c3ccco3)o2)c1)C(c1ccccc1)c1ccccc1 | -5% | 16%[38.3 µM] | ? | -2% | 24%[10 µM] | -6% | ?
COc1cc(N=Nc2cccc(S(N)(=O)=O)c2)c2ccccc2c1N | ? | 0% | 10%[9.22 µM] | -2%[7.66 µM] | -21%&-27%[10 µM] | ? | ?
CCN(c1ccccc1)S(=O)(=O)c1ccc(NC(=O)c2ccco2)cc1 | 1% | 16% | 21%[9.22 µM] | 1% | 26%[10 µM] | · | ?
COc1ccccc1NC(=O)CCC(=O)OCc1cccc([N+](=O)[O-])c1 | 8% | 5% | 25% | 0% | · | 16% | 0%[46 µM]
O=C(CCSc1nnc(-c2ccc(O)cc2)o1)N1CCOCC1 | 10% | 3% | 10% | 2% | -12% | 11% | 1%[9.22 µM]

2 records picked at random from those above:
SMILES | CBFb-RUNX1 inh | IMPase Li inh | HttQ103 aggreg | KinaseGlo FLuc | HTT ATP protect | SMN2 splice enh | LMNA splice mod
CCCCCC(=O)N1CC2(CC(c3cccc(NC(=O)COc4ccc(Cl)cc4)c3)=NO2)C[C@@H]1C(N)=O (stereo not given in full) | 18% | · | 16%[9.22 µM] | · | 0%[10 µM] | · | ·
COc1ccc2ccccc2c1C1CC(=O)N2CN(C)CSC2=C1C#N (stereo not given) | -11% | -3%[38.3 µM] | 8% | 0% | -3%[0.074 µM] | -8% | 3%

Source: PubChem BioAssay
